Screens: PubChem BioAssay, National Center for Advancing Translational Sciences (NCATS)
CXXC DNA block: qHTS Fluorescence Polarization Assay for Inhibitors of MLL CXXC domain - DNA interaction. Histone-lysine N-methyltransferase 2A (Homo sapiens), Q03164. MLL-CXXC / FITC-HOXA9 DNA fluorescence polarization. Potency, µM (top dose mostly 115 µM), inactives show top-dose activity change, negative = inhibition, hits mostly inhibitors. hit rate 0.037% among 290,000. AID 2662, 2010; active = well fitted inhibition curve with a large enough effect in the polarisation, with a control signal flat, not every such curve was filed as active; inconclusive = small, poorly fitted or top-dose-only effect, or effect the other way, or a change in a side signal; inactive = no such curve, though single readings can be large or run the other way; the % refers to the polarisation; also: potency is read from the fitted curve at half-maximal effect
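Steps: dispense CXXC domain solution (7 uM) → pin compounds or unlabeled HOX-A9 DNA control → 5 min ambient → add FLSN-HOX-A9 solution (50 nM) → spin → 30 min ambient → fluorescence polarization. Tris pH 7.5/NaCl/DTT/BSA buffer.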
Menin-MLL TR inh: qHTS Assay for Inhibitors Targeting the Menin-MLL Interaction in MLL Related Leukemias: Competition With Texas Red Labeled MLL-derived Mutant Peptide; O00255; Menin + Texas Red MLL mutant peptide, fluorescence polarization; hit rate 0.23% among 270,000; Potency, µM (series often up to 61.6 µM), inactives show at the highest dose FP activity change, negative = inhibition, most hits filed as inhibitors; AID 1768, 2009; active = well fitted inhibition curve with a large enough effect in the polarisation, with a control signal flat, not every such curve was filed as active; inconclusive = small, poorly fitted or top-dose-only effect, or effect the other way, or a change in a side signal; inactive = no such curve, though single readings can be large or run the other way; the % refers to the polarisation; also: potency is read from the fitted curve at half-maximal effect; % of control where 0% means no effect; many of its hits are not listed in these tables
ASM inhibitor: Inhibitors of Secretory Acid Sphingomyelinase (S-ASM): qHTS | hit rate 0.006% among 340,000 | placental ASM, HMU-PC fluorogenic substrate, 60 min | Potency, µM (titrated, usually from 57.5 µM), without a hit: top-dose activity change, negative = inhibition, most hits filed as inhibitors | Sphingomyelin phosphodiesterase (Homo sapiens), P17405; also: potency is read from the fitted curve at half-maximal effect
Target sequence (P17405 47-631 limits assumed): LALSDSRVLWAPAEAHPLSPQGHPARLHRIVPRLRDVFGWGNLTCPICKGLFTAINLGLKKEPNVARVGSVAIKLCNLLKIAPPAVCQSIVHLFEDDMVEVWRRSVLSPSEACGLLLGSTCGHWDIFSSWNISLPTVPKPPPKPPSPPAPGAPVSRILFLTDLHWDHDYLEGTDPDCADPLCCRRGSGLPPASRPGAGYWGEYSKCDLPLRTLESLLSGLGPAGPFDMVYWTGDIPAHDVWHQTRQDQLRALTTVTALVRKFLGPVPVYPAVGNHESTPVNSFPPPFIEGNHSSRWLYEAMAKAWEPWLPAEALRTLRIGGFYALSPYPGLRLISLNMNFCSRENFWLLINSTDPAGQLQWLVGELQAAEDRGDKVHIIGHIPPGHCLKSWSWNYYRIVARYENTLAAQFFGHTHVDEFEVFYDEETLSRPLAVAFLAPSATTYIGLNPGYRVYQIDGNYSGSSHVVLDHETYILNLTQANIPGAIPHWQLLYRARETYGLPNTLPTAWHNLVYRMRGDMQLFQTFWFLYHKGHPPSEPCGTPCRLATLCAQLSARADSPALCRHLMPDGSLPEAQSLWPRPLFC
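Fluorescence read-out (Ex 386 nm, Em 447 nm) after stopping the reaction at pH 10. Enzyme: ASM from human placenta; substrate HMU-PC0, 9 uM final; 60 min, 37 °C. Compound preincubation 10 min, ambient temperature.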
Integrin act MD: qHTS for Activators of Integrin-Mediated Alleviation for Muscular Dystrophy; alpha7betagal myoblasts, beta-gal FDG fluorescence, 48 h; Potency, µM (series often up to 38.3 µM), for the others: at the highest dose activation, hits mostly activators; hit rate 0.064% among 350,000; AID 624291, 2012;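 also: potency is read from the fitted curve at half-maximal effect; 100% = response of the positive control SU9516; nearly all actives have a fitted effect of over 60% in size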
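Alpha7betagal+/- myoblasts (passage 13) were plated 16-24 hr, then exposed to compounds (1:260 dilution of DMSO stock) for 48 hours at 37C. After MPER lysis, β-galactosidase reporter activity was read as FDG fluorescence (ex 480/em 540) after 30 minutes.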
A-T KAP1 phos: qHTS Assay for Identifying a Potential Treatment of Ataxia-Telangiectasia; […] A-T fibroblasts, KAP-1 phosphorylation AlphaLISA; neocarzinostatin DNA damage 30 min before lysis; Potency, µM (doses to about 57.5 µM), for the others: at the top dose activation, usual class: activators; hit rate 0.19% among 320,000; AID 485349, 2010; also: potency is read from the fitted curve at half-maximal effect; % of control where 0% means no effect; nearly all actives have a fitted effect of over 45% in size
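ATM-like activity read as KAP-1 phosphorylation via AlphaLISA donor/acceptor antibody pairs after lysis and 6 hr at 25C. Cells were ATM-null patient fibroblasts ([…], hTERT), dosed 60 min, then exposed to the DSB inducer NCS for 30 min.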
MBNL1-CUG inh: qHTS Assay for Inhibitors of MBNL1-poly(CUG) RNA binding; Muscleblind-like protein 1 (Homo sapiens), Q9NR56; TR-FRET MBNL1-His/biotin-(CUG)12 binding, 665/545 ratio; Potency, µM (highest dose often 57.5 µM), without a hit: at the top dose activity change, negative = inhibition, most hits filed as inhibitors; hit rate 0.036% among 280,000; AID 2675, 2010; active = well fitted inhibition curve with a large enough effect in the signal ratio, with a control signal flat, not every such curve was filed as active; inconclusive = small, poorly fitted or top-dose-only effect, or effect the other way, or a change in a side signal; inactive = no such curve, though single readings can be large or run the other way; the % refers to the signal ratio; also: potency is read from the fitted curve at half-maximal effect; % is scaled to controls: 0 for no effect and ±100 for the full control effect
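Ratiometric TR-FRET (665 over 545 nm, excitation 340 nm) tracks disruption of MBNL1-His/biotin-(CUG)12 complex after 60 min at room temperature, with compounds at 92 nM to 58 uM final.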
Mito fusion act: qHTS Assay for Small Molecule Inhibitors of Mitochondrial Division or Activators of Mitochondrial Fusion; S. cerevisiae fusion-defective mutant growth rescue, CellTiterGlo 48 h; Potency, µM (titrated, usually from 46.1 µM), for inactives: at the highest dose growth rescue (activation), actives largely listed as activators; hit rate 0.23% among 320,000; AID 485298, 2010;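 also: potency is read from the fitted curve at half-maximal effect; % of control where 0% means no effect; nearly all actives have a fitted effect of over 45% in size; temperature-sensitive fusion mutants such as fzo1-1 at 37 °C on non-fermentable ethanol glycerol medium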
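S. cerevisiae fusion-defective temperature-sensitive mutants (e.g. fzo1-1, mgm1-5) grown 48 h at 37C in YPEG (ethanol/glycerol non-fermentable) medium with 23 nl compound per well; growth rescue read as CellTiterGlo luminescence.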
TCR activator: Activators of T cell receptors: qHTS campaign; 330,000 tested, under 10 active; primary human leukocytes, anti-CD3, IL-2 HTRF, 48 h; Potency, µM (titrated, usually from 9.22 µM), for the others: at the top dose activation of IL-2 secretion, hits mostly activators; also: % of control where 0% means no effect
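TCR engagement came from a-CD3 beads alone, with compounds added to primary human leukocytes for 48 hr. Secreted IL-2 bridged europium cryptate- and d2-labelled anti-IL-2 antibodies, giving FRET emission at 665nm after 320nm excitation.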
PTAP TSG101 blk: qHTS Assay for Iinhibitors of HIV-1 Budding by Blocking the Interaction of PTAP/TSG101. 340,000 tested, under 10 active. Potency, µM (titrated, usually from 115 µM), for inactives: top-dose activity change, negative = inhibition, hits mostly inhibitors. Fluorescence polarization, FITC-PTAP peptide / Tsg101 binding. AID 493005, 2010; active = well fitted inhibition curve with a large enough effect in the main read-out, with a control signal flat, not every such curve was filed as active; inconclusive = small, poorly fitted or top-dose-only effect, or effect the other way, or a change in a side signal; inactive = no such curve, though single readings can be large or run the other way; also: potency is read from the fitted curve at half-maximal effect; % of control where 0% means no effect
Target sequence (Q99816 whole entry, looked up): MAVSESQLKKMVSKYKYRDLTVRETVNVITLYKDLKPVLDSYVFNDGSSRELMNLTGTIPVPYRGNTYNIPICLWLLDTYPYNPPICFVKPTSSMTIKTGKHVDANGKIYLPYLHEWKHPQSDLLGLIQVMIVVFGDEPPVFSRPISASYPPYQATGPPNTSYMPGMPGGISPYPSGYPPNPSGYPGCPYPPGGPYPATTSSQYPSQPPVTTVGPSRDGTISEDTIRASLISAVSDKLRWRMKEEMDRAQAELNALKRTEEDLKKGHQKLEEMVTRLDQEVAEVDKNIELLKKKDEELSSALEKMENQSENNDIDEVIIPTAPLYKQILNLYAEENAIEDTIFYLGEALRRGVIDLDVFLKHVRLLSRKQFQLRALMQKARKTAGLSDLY
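Tsg101 binding domain (10 uM final) was mixed with compound and a FITC-labeled PTAP peptide (50 nM final) in HEPES pH 7.5 buffer with NaCl, Tween 20, EDTA and TCEP; fluorescence polarization was read after 20 min at r.t.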
TSHR antag: Antagonists of the Thyroid Stimulating Hormone Receptor: HTS campaign. Thyrotropin receptor (Homo sapiens), P16473. TSHR-expressing cells, TSH-stimulated cAMP HTRF, 2 h; hits give low values. activity change, negative = inhibition, % at 11.5 µM. hit rate 0.2% among 330,000;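 active = activity change below a set negative limit, meaning inhibition stronger than a set level, cut at about -70% in these data; inconclusive = activity change between two set negative limits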; also: % is scaled to controls: 0 for no effect and ±100 for the full control effect
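Inhibition of cAMP made by TSHR-expressing cells under TSH stimulation (4nM final, EC80; 2 h, 37 deg C) is quantified with a one-step lysis HTRF kit, anti-cAMP cryptate versus cAMP-d2.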
* marks the source's active call; other numbers are inactive results; ? = inconclusive; . = not tested or not shown; [ ] = dose if it differs, or a comment. Unless noted, calls follow the shape of the dose curve; as a rule, active = well fitted curve in the direction sought with a large enough effect; inconclusive = small, poorly fitted or top-dose-only effect, or another doubt; inactive = no such curve, though single readings can be large; an effect the other way counts as inactive or inconclusive. Not all compounds are listed; count on the stated rates, not on these rows.

No.	mol	PTAP TSG101 blk	CXXC DNA block	Mito fusion act	TSHR antag	MBNL1-CUG inh	ASM inhibitor	Menin-MLL TR inh	Integrin act MD	TCR activator	A-T KAP1 phos
1	CC(C)CN(CC(C)C)c1nnc(N)s1	0.1%	6.9%	-2.4%	4.6	-13.5%	2.3%	-1.6%	0.7%	5.0%	8.8%
2	Oc1ccc(N2Cc3ccccc3C2)cc1	-9.8%	-9.3%	-3.3%	-0.6	-3.6%	-0.5%	?	?	-3.8%	50.0%
3	COc1cccc(OC)c1C(=O)NC(=S)NCc1ccccc1	0.3%	-9.0%	-5.3%	-9.7	-10.8%	-1.1%	11.5%	-9.0%	1.9%	0.6%
4	O=C(Nc1ccc2c(c1)OCCO2)c1cccc(S(=O)(=O)N2CCCCC2)c1	.	-2.1%	-0.4%	-8.0	2.2%	-2.8%	-2.7%	-21.1%	.	-0.8%
5	CCC(Cc1ccccc1)NS(=O)(=O)c1c(C)nc2scc(C)n2c1=O (stereo not drawn)	-3.5%	56.1%[activator]	?	-32.1	-15.3%	7.7%	.	-20.3%	8.6%	7.3%
6	CC(C)[C@H](NC(=O)c1ccccc1)C(=O)OCC(=O)N1CCc2ccccc2C1	-6.5%	-5.7%	-7.1%	13.7	9.0%	1.2%	-9.8%	-22.3%	1.4%	-1.7%
7	CC(C)N(C(=O)Cn1c(SCC(=O)NC2CC2)nc2ccccc21)C(C)C	1.9%	-0.7%	-5.6%	0.6	-3.1%	2.2%	.	-3.8%	6.0%	8.3%
8	CN(C)CCCN(Cc1cc2cc3c(cc2[nH]c1=O)OCO3)C(=S)Nc1cccc(Cl)c1	-1.2%	14.4%	-1.5%	-17.9	0.4%	24.1%	-0.8%	-64.1%[inhibitor]	-0.2%	0.3%
9	O=C(c1ccc(C(=O)N2CCCCCC2)cc1)N1CCCCCC1	-10.6%	11.7%	0.4%	42.6	-5.9%	3.6%	3.7%	-22.9%	1.7%[46.1 µM]	4.3%
10	O=C(CSc1nnc(C2CC2)n1-c1ccccc1)Nc1ccc(N2CCOCC2)cc1	-7.1%	0.5%	-3.1%	3.0	0.7%	1.5%	-7.2%	-7.2%	-1.8%	-2.9%
11	OC(c1cc(-c2cccc(Cl)c2)nc2ccccc12)C1CCCCN1 (stereo not drawn)	-3.4%	.	.	.	.	-5.3%	.	-27.6%	-2.3%	.
12	COc1ccc2cc(-c3[nH]ncc3CN3CCCC3c3nonc3C)ccc2c1 (stereo not drawn)	-0.3%	-4.6%	4.4%	-11.8	?	-0.9%	0.1%	-13.2%	2.5%	6.2%
13	COc1ccc(CC(=O)Nc2cccc(-c3csc(C)n3)c2)cc1	-12.0%	0.9%	2.4%	-6.5	-1.4%	-0.4%	-8.0%	7.5%	0.1%	-1.3%
14	CCN(CC)C(=O)CSc1nnc(-c2cnccn2)n1-c1ccc(C)cc1	0.8%	2.4%	-0.3%	-7.3	6.6%	-2.4%	-15.9%	-10.6%	-11.8%	-3.1%
15	COC(=O)c1ccc(C(=O)OC)c(NC(=S)N2CC(C)CC(C)C2)c1 (stereo not drawn)	-2.1%	-2.1%	11.5%	2.9	-2.8%	208.6%[activator]	9.9%	?	0.4%	5.7%
16	O=C(Oc1ccc(Br)cc1)C1CCN(C2=NS(=O)(=O)c3ccccc32)CC1	-4.3%	.	0.8%	-10.8	.	-3.7%	.	-22.2%	3.3%	1.7%
17	CSC1=Nc2sc3c(c2C2=NCCN12)CC(C)(C)OC3	-0.6%	.	.	.	.	40.4%[activator]	.	-24.0%	-1.5%	.
18	CC(C)(C)NC(=O)CSc1nsc(SCC(=O)NC(C)(C)C)c1C#N	-2.3%	4.0%	-1.0%	-11.0	11.7%	-1.2%	0.5%	-38.5%	-0.2%	1.6%
19	COc1ccc(C2(CNC(=O)c3ccco3)CCOCC2)cc1	-10.2%	-1.6%	-0.5%	3.3	-2.4%	2.3%	-2.9%	1.6%	4.6%	4.2%
20	CSc1nsc2nc(=O)c(/C=C3\C(C)=Nc4ccc(C)cc43)c(N)n12	-19.6%	28.0%	2.0%	-47.7	16.6%	?	?	3.4%	1.1%	-1.5%
21	COc1ccc(CNC(=O)Nc2cccc(Cl)c2)cc1	-0.2%	1.0%	-1.0%	-4.9	-0.9%	6.1%	.	4.5%	11.0%	7.9%
22	CN(Cc1nc(-c2cnccn2)no1)Cc1n[nH]c2c1CCCC2	1.3%	1.0%	-2.3%	9.8	1.8%	4.1%	7.1%	4.9%	4.4%	2.5%
23	Cc1cc(Cl)nc(NC(=O)Nc2cccc(Cl)c2)n1	-1.6%	54.2%[activator]	-2.8%	-5.8	1.2%	0.9%	1.3%	-3.2%	-0.5%	-9.6%
24	Cc1ccc(-n2cc(C(=O)c3ccc(N4CCN(C)CC4)cc3)nn2)cc1Cl	-4.5%	-5.8%	-0.7%	-1.3	4.3%	5.6%	-12.2%	-21.0%	1.2%	-2.6%
25	CCn1cc(CN2CCC(C(=O)Nc3ccc(Oc4cccnc4)cc3)CC2)c(C)n1	2.8%	-0.3%	0.2%	-6.9	1.4%	.	.	19.7%	-1.2%	10.2%
26	CC(C)(C)OC(=O)N1CCC(Cc2cc(-c3cccc(Br)c3)no2)(C(=O)O)CC1	0.8%	-17.1%	1.8%	2.0	-0.1%	-9.1%	26.3%	-13.2%	-20.4%	-2.3%
27	Cc1cc(C)cc(N/C(N)=N/c2nc(C)cc(C)n2)c1	-1.1%	9.5%	-5.8%	-0.7	-12.2%	-1.6%	-13.5%	-34.2%	-0.1%	2.6%
28	CN(C(=O)COC(=O)c1ccc(C(C)(C)C)cc1)C1CCS(=O)(=O)C1 (stereo not drawn)	0.2%	.	-6.6%	3.1	.	1.5%	.	24.2%	-3.1%	2.8%
29	CCCCC(=O)Nc1cc(NC(=O)CC)ccc1Cl	-6.8%	1.6%	2.2%	8.8	-2.6%	3.0%	9.9%	-13.2%	-1.5%	.
30	O=C1NC(=S)N/C1=C\c1cccc([N+](=O)[O-])c1	-1.4%	43.6%[activator]	-1.2%	-0.7	22.5%	-1.3%	?	-17.1%	.	-2.7%
31	OC(COc1ccccc1CNCc1cccnc1)CN1CCc2ccccc2C1 (stereo not drawn)	-2.7%	0.5%	-4.0%	33.3	12.6µM*	5.4%	?	-27.7%	9.5%	-0.7%
32	COc1ccc(C(C)(C)C)cc1NC(=O)C1CC(=O)N(C2CCCC2)C1 (stereo not drawn)	-0.5%	.	.	-3.6	.	2.0%	.	-25.5%	-4.7%	0.1%
33	COCCNC(=O)C(c1ccc(C)o1)N(C(=O)C(=O)NC1CCCCC1)c1ccc(F)cc1 (stereo not drawn)	-4.8%	-16.0%	16.5%	11.0	-1.7%	-1.7%	-10.6%	37.3%	0.5%	-0.5%
34	CCCn1ncc(C(=O)NC2CCCN(Cc3ccc(Cl)cc3)C2)c1C (stereo not drawn)	-1.1%	17.7%	-1.7%	-8.5	3.8%	1.3%	-11.6%	2.3%	4.5%	-0.8%
35	Cc1ccc(NC(=O)NC(=O)CSc2nnc(-c3ccc(OC(F)F)cc3)n2N)c(C)c1	0.5%	15.2%	-28.2%	1.5	-8.1%	-3.7%	-3.3%	-1.5%	9.4%[46.1 µM]	-4.8%
36	CCc1nnc(NC(=O)c2ccc(OC)c(S(=O)(=O)N3CCCC3)c2)s1	-5.2%	.	-1.3%	-27.7	.	1.6%	.	9.3%	-31.2%	-13.7%
37	O=C1CCCCC1Nc1ccc2ccccc2c1 (stereo not drawn)	-4.9%	.	.	.	.	8.4%	.	1.4%	-2.9%	.
